# Apaf-1 inh = inhibitors of human Apaf-1 apoptosome | O14727 | reconstituted apoptosome caspase-3 activity, DEVD-Rh110 fluorescence | inhibition, % at 20 µM | 330,000 compounds, 0.71% hits | AID 489030; active = inhibition of at least 40% at 20 µM;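 note: plate controls were DMSO wells for no effect and DEVD-CHO caspase inhibitor wells for full effect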
#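 System: reconstituted apoptosome with Apaf-1, cytochrome c, caspase-9, procaspase-3, dATP; Signal: Rh110 fluorescence intensity; Schedule: 30 min compound preincubation, 50 min activation, room temperature; Reagent: cytochrome c trigger plus (Z-DEVD)2-Rh110 caspase-3 substrate.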
# HKDC1 inhibitor = blocks human hexokinase HKDC1 activity; Q2TB90; recombinant HKDC1, G6PDH/diaphorase resazurin coupled fluorescence; inhibition, % at 20 µM; 340,000 compounds, 0.16% hits; AID 493160;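 active = inhibition above about 35% when tested at 20 µM, limit read from the data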;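 note: plate controls were DMSO wells with enzyme for no effect and DMSO wells lacking enzyme for full effect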
#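 Assay system: recombinant HKDC1 hexokinase; detection: coupled resazurin fluorescence, excitation 525 nm, emission 613 nm; benchmarks: DMSO-plus-enzyme-mix negative control, buffer-substituted positive control; compound dosing: single 20 µM dose; schedule: 90 min at room temperature in dark; also added: glucose plus 1 mM ATP as hexokinase substrates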
# SENP1 FRET inh = SENP1 (human) catalytic domain inhibition | Q9P0U3 | recombinant SENP1 catalytic domain, CyPet-SUMO1-YPet FRET cleavage | inhibition, % at 10 µM | 360,000 compounds, 0.21% hits | AID 624204;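 active = inhibition at least 30% at 10 µM, raw YFP signal under a set limit, fluorescence ratio 0.5 to 1.5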;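 note: 0% = enzyme with DMSO and 100% = no enzyme wells; some results filed as inactive read as strong as hits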
# Target sequence (Q9P0U3 419-644 limits assumed): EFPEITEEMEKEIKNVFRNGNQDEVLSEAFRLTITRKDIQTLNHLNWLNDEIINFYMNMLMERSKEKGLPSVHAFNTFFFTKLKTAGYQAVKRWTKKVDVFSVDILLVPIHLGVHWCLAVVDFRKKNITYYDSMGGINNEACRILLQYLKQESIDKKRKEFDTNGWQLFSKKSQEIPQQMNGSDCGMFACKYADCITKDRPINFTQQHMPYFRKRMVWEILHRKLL
#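 Controls: no-enzyme wells low, DMSO-plus-enzyme wells high control. Test system: human recombinant His6-tagged SENP1 catalytic domain enzyme. Reagent: SFCypet-SUMO1-SFYpet FRET protein substrate, 25 nM final. Doses: one dose per compound, 10 µM, 0.5% DMSO. Detection: FRET, CFP and YFP emission. Timing: 50 min reaction at room temperature.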
# SENP8 block-1 = SENP8 protease inhibition | AID 2540 | Q96LD8 | inhibition, % at 10 µM | purified SENP8, Z-RLRGG-aminoluciferin cleavage, luminescence | 330,000 compounds, 1.2% hits; in the data active = inhibition above about 50%
# Target sequence (Q96LD8 whole entry, looked up): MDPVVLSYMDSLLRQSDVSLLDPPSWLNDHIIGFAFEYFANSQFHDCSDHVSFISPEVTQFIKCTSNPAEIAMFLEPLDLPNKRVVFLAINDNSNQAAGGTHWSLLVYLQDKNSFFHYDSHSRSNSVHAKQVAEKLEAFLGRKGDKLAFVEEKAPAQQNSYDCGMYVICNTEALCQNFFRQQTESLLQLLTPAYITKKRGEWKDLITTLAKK
# SENP6 inh = blocks the human protease SENP6. Q9GZR1. Recombinant SENP6 catalytic domain, aminoluciferin luminescence. inhibition, % at 10 µM. 330,000 compounds, 1.8% hits. AID 2599;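 active = inhibition above about 50% at the single tested dose, limit read from the data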;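 note: plate controls were DMSO wells with enzyme for no effect and DMSO wells lacking enzyme for full effect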
# NLRP3 yeast inh = inhibitors of NALP3 inflammasome in yeast. 330,000 compounds, 0.39% hits. Yeast reconstituted NLRP3/ASC/caspase-1, beta-gal luminescence, 24 h. inhibition, % at 10 µM. AID 2825;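 active = inhibition of 50% or more; inactive = inhibition below 50%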;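 note: plate controls were induced DMSO wells for no effect and uninduced yeast grown without galactose for full effect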
# SENP8 block-2 = inhibitors of human SENP8 protease. 360,000 compounds, 0.64% hits. AID 602440. recombinant SENP8, Nedd8 substrate fluorescence. inhibition, % at 20 µM. Q96LD8; in the data active = inhibition mostly above about 40%, no sharp cut-off; inactive = mostly below about 27%
# PfGluPho inh = PfG6PD (Plasmodium falciparum) enzyme inhibition; PfGluPho enzyme, NADPH resazurin-diaphorase fluorescence; inhibition, % at 20 µM; 350,000 compounds, 0.78% hits; AID 504690;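 active = inhibition reaching at least a set limit at 20 µM in the primary screen, cut at about 59% in these data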;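 note: 0% = DMSO wells with substrate and 100% = DMSO wells lacking glucose-6-phosphate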
# SENP7 block = blocks the human protease SENP7. inhibition, % at 5 µM. 330,000 compounds, 1.5% hits. recombinant SENP7, Z-RLRGG-aminoluciferin luminescence, 40 min. Q9BQF6;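 active = inhibition above about 50% at the single test dose, limit read from the data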;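 note: plate controls were DMSO with enzyme for no effect and no enzyme buffer wells for full effect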
# Target sequence (Q9BQF6 706-1050 limits assumed): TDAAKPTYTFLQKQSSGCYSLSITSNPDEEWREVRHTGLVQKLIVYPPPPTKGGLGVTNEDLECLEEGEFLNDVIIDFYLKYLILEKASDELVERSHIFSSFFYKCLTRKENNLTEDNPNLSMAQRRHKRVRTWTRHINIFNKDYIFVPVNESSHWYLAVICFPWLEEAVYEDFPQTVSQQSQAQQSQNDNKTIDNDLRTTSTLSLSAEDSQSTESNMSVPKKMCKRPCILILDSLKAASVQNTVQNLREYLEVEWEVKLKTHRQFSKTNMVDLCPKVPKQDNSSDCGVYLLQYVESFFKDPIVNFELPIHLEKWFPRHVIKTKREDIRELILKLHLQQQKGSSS
# * = called active by the depositor; · = not tested or not shown.
SMILES,Apaf-1 inh,HKDC1 inhibitor,SENP1 FRET inh,SENP8 block-1,SENP6 inh,NLRP3 yeast inh,SENP8 block-2,PfGluPho inh,SENP7 block
CC(NC(=O)Cn1ccsc1=N)C12CC3CC(CC(C3)C1)C2 (stereo not given),-1.8,3.0,-0.7,-8.7,2.8,14.7,15.3,-15.3,-4.4
COc1cccc(C(NC(C)=O)c2ccc3cccnc3c2O)c1 (stereo not given),-0.3,-20.5,-0.1,-5.4,11.7,32.8,15.8,7.0,6.8
COc1cccc2cc(C(=O)Nc3ccccc3C)/c(=N/O)oc12,-9.2,-2.5,-0.1,-11.3,-22.6,8.6,39.1,-5.2,-6.5
CNC(=O)CN(c1cccc2ccccc12)S(C)(=O)=O,21.6,-2.5,0.2,1.6,-1.1,-2.3,14.3,-2.8,-1.2
CC(C)Oc1ccc(C2C(C#N)=C(N)Oc3c2oc(CO)cc3=O)cc1 (stereo not given),10.2,-3.5,-2.6,-10.6,10.5,-4.4,0.0,7.3,-7.0
COc1cc(OC)cc(C(=O)Nc2ncn[nH]2)c1,-10.7,-3.0,0.1,0.0,2.0,13.0,19.5,11.0,6.0
CC(=O)Nc1ccc2c(c1)c1ccccc1n2C(C)=O,0.6,-3.9,-3.6,-8.4,-16.6,1.1,17.3,19.9,-7.1
COc1cc(/C=N/NC(=O)COc2c(C)cc([N+](=O)[O-])cc2C)ccc1OC(=O)c1ccccc1Br,18.7,-9.7,3.1,-11.5,5.2,19.9,8.4,-6.0,-4.5
COc1ccc(/C=N/NC(=O)c2ccoc2C)cc1OC,4.6,-6.8,0.6,6.0,56.3*,6.7,20.6,-7.5,47.4
CS(=O)(=O)N(CC(=O)N1CCN(c2ccccc2)CC1)C1CCCCC1,10.3,-2.4,2.0,-3.1,0.0,-0.7,9.5,10.2,0.3
CCCOc1cc(C)c(S(=O)(=O)n2ccc(C)n2)cc1C,10.1,5.4,1.2,2.9,-5.0,35.8,20.0,-17.7,5.2
C#CCN1[C@@H]2CCN(C2)c2cc(Br)ccc2S1(=O)=O,·,3.1,-3.1,·,·,·,4.6,10.4,·
O=C(Nc1cccnc1Cl)c1cc(-c2ccccc2O)on1,-2.2,-1.2,-1.0,-7.2,17.2,30.7,11.7,-0.6,52.0*
COc1ccc(-c2nc(C)ncc2-c2csc(C)n2)c(O)c1,-0.7,-6.3,-0.2,0.1,-5.4,8.3,12.6,-16.4,-4.8
Cc1ccc(COC(=O)CCN=C2NS(=O)(=O)c3ccccc32)cc1,6.8,-3.7,1.3,0.6,5.0,7.5,7.8,-4.7,1.8
NC(=O)C1CCN(C(=O)Cc2ccc([N+](=O)[O-])cc2)CC1,19.1,-6.8,0.5,-0.8,-3.0,9.5,5.8,-13.9,2.0
COC(=O)c1c(NC(=O)C(=O)N2CCCCC2)sc2c1CC(C)(C)OC2,3.4,-1.2,1.4,1.3,-1.5,25.2,-15.8,-3.1,4.0
Cc1cc(O)c(-c2cc(C(=O)Nc3cccnc3)[nH]n2)cc1C,-10.8,-3.8,0.2,-11.7,1.9,-1.9,15.3,-9.4,71.2*
COc1cc(/C=C2\SC(=S)N(N3CCOCC3)C2=O)cc(OC)c1OC,-7.5,-12.5,4.1,2.9,-26.4,9.2,31.9,5.9,-10.0
CC(=O)c1cccc(NC(=O)c2cc(-c3ccc(F)cc3)on2)c1,-36.3,-5.8,0.3,-1.5,-13.8,-8.9,20.6,-11.4,1.1
COc1cc(CN2CCN(Cc3ccc(C(F)(F)F)cc3)CC2)cc(OC)c1OC,13.7,-6.6,1.8,-1.4,-5.1,12.6,-0.5,3.8,-3.0
O=S(=O)(Oc1ccccc1/C=N/n1cnnc1)c1ccccc1,13.1,-4.8,2.0,-1.0,-29.5,0.6,9.0,96.4*,-6.3
CCCCSc1nc(C)c(C(C)=O)cc1C#N,-0.9,-0.8,0.2,8.5,1.3,12.8,27.5,-7.5,1.2
CCCC(/C=C/c1ccc(OC(C)=O)cc1)=C1/c2ccccc2C(=O)N1c1ccccc1,11.0,2.5,-23.0,-1.0,9.8,1.6,-128.5,0.2,-2.4
CCOc1ccccc1NC(=O)C(NC(=O)C1CCC(C)CC1)C(C)C (stereo not given),10.1,-1.7,-1.8,-8.0,1.4,7.7,0.2,-1.7,5.5

# Brought forward from above: three compounds; new compounds follow.
SMILES,Apaf-1 inh,HKDC1 inhibitor,SENP1 FRET inh,SENP8 block-1,SENP6 inh,NLRP3 yeast inh,SENP8 block-2,PfGluPho inh,SENP7 block
CCCCSc1nc(C)c(C(C)=O)cc1C#N,-0.9,-0.8,0.2,8.5,1.3,12.8,27.5,-7.5,1.2
CCCC(/C=C/c1ccc(OC(C)=O)cc1)=C1/c2ccccc2C(=O)N1c1ccccc1,11.0,2.5,-23.0,-1.0,9.8,1.6,-128.5,0.2,-2.4
CCOc1ccccc1NC(=O)C(NC(=O)C1CCC(C)CC1)C(C)C (stereo not given),10.1,-1.7,-1.8,-8.0,1.4,7.7,0.2,-1.7,5.5
O=C(CCc1nc(-c2ccccc2)no1)NCC1CCCO1 (stereo not given),0.5,-8.2,13.3,-0.2,3.5,9.8,22.2,30.1,-2.0
CC(=O)c1cccc(NS(=O)(=O)c2cc3c(cc2C)N(C(C)=O)CCO3)c1,-4.9,0.0,2.8,-2.4,-10.4,9.3,7.2,-29.6,1.0
Cn1nc(C(F)(F)F)c(/C=N/OC(=O)c2ccccc2Cl)c1SCc1ccc(Cl)cc1,8.1,4.3,1.0,-10.8,-1.7,6.3,10.8,16.2,-6.2
O=C1CC2(CCN(C(=O)c3cccc(Br)c3)CC2)Oc2ccccc21,11.2,-3.4,-0.9,-7.2,1.0,20.9,-31.9,-2.8,3.3
C=CCn1c(N)c(C(=O)NCc2cccnc2)sc1=S,0.9,4.4,2.1,1.3,-6.2,2.4,7.6,18.0,5.6
CCOc1ccc(CCNC(=O)C2=C(C)C(=O)OC23CCC(C)CC3)cc1 (stereo not given),4.5,2.3,-0.2,8.8,4.5,5.4,12.6,1.1,6.1
COc1ccc(NC(=S)Nc2ccc3snnc3c2)cc1,-3.4,14.8,0.6,4.1,25.3,22.9,24.6,29.4,12.6
COCCCNC(=S)N1CCC(NC(=O)Nc2ccc(C)cc2)CC1,-3.0,0.9,1.4,-7.1,-12.3,16.7,15.1,-5.1,5.7
CC(C)CCNC(=O)COc1ccc2c(c1)C(=O)CC(C)(C)O2,0.2,-1.0,-6.4,0.3,-14.9,7.2,-296.0,-10.3,-3.1
COC(=O)c1c(NC(=O)/C=C/C(=O)O)sc(Cc2ccccc2)c1C,-4.5,4.0,-1.5,-9.0,-35.5,7.9,-13.2,-24.6,-4.0
NS(=O)(=O)c1ccc(CNC(=O)c2cc(-c3cccnc3)nc3ccccc23)cc1,7.2,0.6,-0.7,-8.8,-26.3,9.1,-12.3,-2.7,0.6
CCOC(=O)C1(C)Oc2ccccc2C(C(=O)OC)=C1C(=O)OC (stereo not given),7.4,1.6,-2.2,·,·,·,-14.2,51.7,2.0
CCOc1cc(C(=O)NC2CC(C)(C)NC(C)(C)C2)cc(OCC)c1OCC,3.8,-5.7,-0.6,-0.6,9.8,7.3,11.8,-18.9,10.7
CCc1ccccc1NC1=NCC(=O)N1Cc1ccc2c(c1)OCO2,12.7,0.1,-0.7,-6.3,-11.2,-9.5,22.9,-19.1,-8.6
CCN(CCCNC(=O)C1CCCN(S(=O)(=O)c2cnc[nH]2)C1)c1ccccc1 (stereo not given),-2.9,0.5,0.1,-0.6,2.6,-1.9,7.8,-0.7,-5.7
C/C(=N\NC(=O)c1nnn(-c2nonc2N)c1CN(C)c1ccccc1)c1cccc(O)c1,16.2,13.8,0.4,2.8,7.0,2.6,4.2,30.5,7.0
NC(=O)c1nsc(C(=O)N(c2ccc(F)cc2)C(C(=O)NCC2CCCO2)c2ccc3ncccc3c2)c1N (stereo not given),15.5,5.5,-40.6,-5.0,-16.6,21.7,-329.8,-2.1,13.0
COc1ccc(NC(=O)CSc2ccccn2)cc1,-2.9,-0.2,-0.9,-5.5,-17.8,24.9,16.8,4.0,1.6
O=C(NCCCc1ccccc1)c1cncc(Br)c1,2.2,-2.5,-0.3,-3.9,-2.1,22.7,21.6,7.4,3.2
N#CC1=C(N)Oc2cc(O)ccc2C1c1ccncc1 (stereo not given),-6.1,1.4,28.9,0.8,-6.2,12.8,19.3,-20.1,3.0
O=C(c1ccccc1)N(Nc1ccccc1)c1ccccc1,3.4,-2.9,3.7,-4.2,-11.9,-18.6,9.1,-4.5,-7.7
COc1ccccc1CNC(=O)COC(=O)c1ccc(S(=O)(=O)N2CCCC2)cc1,1.6,-6.6,1.9,-5.6,-11.9,0.4,33.7,10.4,3.6
Cc1ccc(C)c(C(=O)CCC(=O)Nc2ccc(N3CCN(C)CC3)cc2C)c1,30.0,5.7,-2.6,1.1,-4.4,12.7,12.0,0.2,3.0

# Of the compounds above, these contain a nitro group on carbon.
SMILES,Apaf-1 inh,HKDC1 inhibitor,SENP1 FRET inh,SENP8 block-1,SENP6 inh,NLRP3 yeast inh,SENP8 block-2,PfGluPho inh,SENP7 block
COc1cc(/C=N/NC(=O)COc2c(C)cc([N+](=O)[O-])cc2C)ccc1OC(=O)c1ccccc1Br,18.7,-9.7,3.1,-11.5,5.2,19.9,8.4,-6.0,-4.5
NC(=O)C1CCN(C(=O)Cc2ccc([N+](=O)[O-])cc2)CC1,19.1,-6.8,0.5,-0.8,-3.0,9.5,5.8,-13.9,2.0

# Assay outcomes as filed in PubChem BioAssay.
